# Assay outcomes from PubChem BioAssay.
# MRP-1 activ: activates MRP-1; H69AR cells + doxorubicin, viability rescue, CellTiter-Glo; viability increase, % at 10 µM; 140,000 compounds, 0.61% hits;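 active = viability gain under doxorubicin at or above a set limit, the compound median plus 3 SD, cut at about 4.7% in these data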;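 also: MRP-1 overexpressing cells given doxorubicin 25 µM after compound pretreatment; 18-22 h compound pretreatment then 72 h with doxorubicin before readout; 0% = doxorubicin-only wells and 100% = vehicle-treated cells without doxorubicin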
# Phagocytosis inh: inhibitors of macrophage phagocytosis; J774A.1 macrophage IgG-bead phagocytosis, imaging; 110,000 compounds, 0.07% hits; inhibition, % at 5 µM;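 active = inhibition above the mean of the plate negative controls plus 5 SD, cut at about 13% in these data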;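 also: phagocytic index as fraction of beads internalized from green versus red external bead signal; plate controls were DMSO negative control for no effect and cytochalasin-D positive control for full effect; some results beyond the cut were filed as inactive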
# GALR2 antag: GALR2 (human) receptor antagonism; GALR2-expressing cells, antagonist mode; 140,000 compounds, 0.39% hits; inhibition, % at 4 µM; in the data active = inhibition above about 27%;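 also: cells stimulated with galanin 1-16 at roughly its EC80; 0% = agonist challenge control and 100% = basal control without agonist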
# Target sequence (O43603 whole entry, looked up): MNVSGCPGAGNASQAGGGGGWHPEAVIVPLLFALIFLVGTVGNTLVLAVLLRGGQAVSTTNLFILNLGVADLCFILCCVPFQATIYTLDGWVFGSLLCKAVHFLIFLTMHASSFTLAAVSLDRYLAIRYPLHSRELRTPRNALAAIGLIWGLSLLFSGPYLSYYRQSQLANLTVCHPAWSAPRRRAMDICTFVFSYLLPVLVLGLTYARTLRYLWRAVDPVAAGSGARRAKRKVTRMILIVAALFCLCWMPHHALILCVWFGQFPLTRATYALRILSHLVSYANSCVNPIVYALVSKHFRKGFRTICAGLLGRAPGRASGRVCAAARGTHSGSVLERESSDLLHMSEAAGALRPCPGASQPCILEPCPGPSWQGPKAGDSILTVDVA
# HCT116 bCat-KO: beta-catenin-lacking colon tumor cell growth suppression; viability, % at 10 µM; AID 818; 140,000 compounds, 1.5% hits; HCT116 beta-catenin knockout viability, CellTiter-Glo, 60 h; hits give low values;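 active = viability at or under a set limit, the compound median less 4 SD, cut at about 6% in these data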;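 also: 0% = Hyamine 1622 control at 20 µM and 100% = untreated cell control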
# Measles CPE: protection of cells from measles virus; Measles virus-infected cells, CPE protection, absorbance; protection (pct of control), % at 4 µM; 140,000 compounds, 1.5% hits; AID 841; in the data active = protection mostly above about 24%, no sharp cut-off; inactive = mostly below about 26%; also: some compounds called inactive have numbers as strong as hits
# E-sel TNF inh: TNF alpha driven E-selectin expression inhibition. HUVEC TNFa-induced E-selectin immunofluorescence, high content. inhibition, % at 2 µM. 120,000 compounds, 0.71% hits. AID 1246;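 active = inhibition above the batch mean plus 3 SD, and confirmed as a hit on visual image review, cut at about 43% in these data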;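 also: 0% = TNF-stimulated DMSO wells and 100% = unstimulated control wells; not every result past the cut was called active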
# Yeast life ext: yeast lifespan extension; S. cerevisiae growth with nicotinamide, OD615; deaD strain in restrictive glucose medium; inhibition of the nicotinamide effect, % at 10 µM; 130,000 compounds, 0.68% hits;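 active = inhibition above a set limit, placed 3 SD over the median of all compounds, cut at about 26% in these data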;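 also: 0% = nicotinamide-treated wells and 100% = cells grown without nicotinamide; some compounds called inactive have numbers as strong as hits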
#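 Test system – modified budding yeast, DeaD strain · Compound – single dose 10 µM compound, 0.25% DMSO · Times – culture preincubation 4 h, compound exposure 48 h, both 30 °C · Detection – optical density (absorbance) at 615 nm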
# NPY Y2 blocker: blocks the human neuropeptide Y Y2 receptor. 140,000 compounds, 0.99% hits. inhibition, % at 2.7 µM. P49146. NPY-Y2 expressing cells, antagonist mode. AID 793; in the data active = inhibition above about 17%;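 also: 0% = vehicle with agonist challenge and 100% = reference antagonist with challenge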
# Target sequence (P49146 whole entry, looked up): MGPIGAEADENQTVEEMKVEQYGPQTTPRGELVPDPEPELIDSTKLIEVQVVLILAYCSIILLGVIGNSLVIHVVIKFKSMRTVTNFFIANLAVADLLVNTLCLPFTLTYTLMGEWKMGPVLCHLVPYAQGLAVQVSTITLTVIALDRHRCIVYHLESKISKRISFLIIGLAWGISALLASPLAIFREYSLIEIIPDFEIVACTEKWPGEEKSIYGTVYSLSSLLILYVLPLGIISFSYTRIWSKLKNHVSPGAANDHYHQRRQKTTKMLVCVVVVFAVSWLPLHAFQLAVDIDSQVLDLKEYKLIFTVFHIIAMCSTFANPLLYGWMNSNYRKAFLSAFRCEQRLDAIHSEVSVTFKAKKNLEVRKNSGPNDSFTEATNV
# HCT116 PTEN-null: suppresses growth of cells with PTEN deletion. HCT116 PTEN-null viability, CellTiter-Glo, 60 h; hits give low values. viability, % at 10 µM. 140,000 compounds, 1.2% hits;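 active = viability at or below a set limit, 4 SD under the median of all tested compounds, cut at about 3.7% in these data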;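 also: PTEN knockout HCT116 line with beta catenin targeted HCT116 as companion control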
# BB579 growth dn: reduces growth of yeast BB579 in restrictive medium. AID 804. inhibition, % at 10 µM. S. cerevisiae BB579 growth, OD615, 48 h. 140,000 compounds, 0.51% hits;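 active = inhibition above a set limit, 3 SD over the mean compound inhibition, cut at about 44% in these data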; also: inactives centre near -24
#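 Assay system – yeast BB579 (DeaD) · Dosing – single compound dose of 10 µM, 0.25% DMSO final · Detection – OD615 turbidity measurement · Buffer or medium – CSMM-D restrictive synthetic medium containing dextrose (glucose) · Benchmarks – positive control amphotericin B 10 µg/mL · Incubation – 48 h exposure, 30 °C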
# Active calls of the source: *; x = no result given.
SMILES,MRP-1 activ,Phagocytosis inh,GALR2 antag,HCT116 bCat-KO,Measles CPE,E-sel TNF inh,Yeast life ext,NPY Y2 blocker,HCT116 PTEN-null,BB579 growth dn
COc1ccc(NC(=O)CN2CCN(S(=O)(=O)c3ccc(C(C)C)cc3)CC2)cc1OC,0.7,2,-4,89,13,-16,-2,1,89,-18
CCCCc1cc(=O)oc2cc(C)cc(O)c12,-0.8,x,13,5.1*,10,10,-24,2,17,-26
O=C(c1ccc(COc2ccccc2Cl)o1)N1CCN(Cc2ccc3c(c2)OCO3)CC1,-3.9,x,-8,84,1,-11,-5,11,94,-18
CCN(C(=O)CN1C=NS(=O)(=O)c2ccccc21)c1ccccc1,-0.1,-7,-4,85,4,x,7,0,91,-42
O=C(Nc1ccccc1C(F)(F)F)c1cc(S(=O)(=O)N2CCC3(CC2)OCCO3)ccc1F,-0.5,0,5,77,12,11,-5,1,76,-38
Cc1cccc(S(=O)(=O)c2c(N)n(-c3ccccc3)c3nc4ccccc4nc23)c1,-1.9,-2,7,54,10,x,3,-1,59,-34
Clc1ccc(CSc2nccn2Cc2ccccc2)cc1,-3.1,x,6,86,42,11,-25,4,85,-41
COc1ccc(O)c(/C=N/NC(=S)Nc2cccc(S(=O)(=O)N(C)C)c2)c1,1.8,3,35*,7,2,x,1,1,6,-10
CC(=O)c1cccc(-n2nnnc2SCC(=O)Nc2cccc(NC(=O)c3ccco3)c2)c1,-3.4,-2,1,84,8,19,-21,-1,83,-39
COc1ccc(NCc2nnc(SCC#N)n2-c2ccccc2OC)cc1,-2.3,0,3,82,17,10,-3,-1,97,-15
Cc1ccccc1N(C(=O)Cn1nnc(-c2cccs2)n1)C(C(=O)NCCC(C)C)c1ccco1 (configuration not stated),-2.8,x,-1,51,9,-8,-24,6,69,-3
O=C(Nc1ccc2c(c1)OCO2)C(c1ccccc1)N1CCN(C(=O)c2ccco2)CC1 (configuration not stated),-1.4,1,4,91,24,-4,-16,2,80,-14
Cc1cc(NC(=O)CSc2nnc(NC(=O)C3CC(=O)N(c4ccccc4)C3)s2)no1 (configuration not stated),-1.8,-7,-7,97,19,x,-3,1,96,8
CCc1ccc(C(=O)NCc2ccc(Cl)cc2Cl)cc1,-2.3,16,-9,89,6,14,-5,0,96,-3
COCCn1c(SCC(N)=O)nnc1-c1c[nH]c2ccccc12,-3.0,0,4,94,5,x,-4,6,114,-16
COc1ccccc1-c1coc2cc(O)cc(O)c2c1=O,-1.5,0,-3,96,14,2,-4,-1,90,6
Cc1ccc(Cl)c2c1NC(=O)C2(O)CC(=O)c1ccccc1O (configuration not stated),-3.7,x,2,90,19,-5,-5,4,80,-16
Cc1sc(NC(=O)c2oc3ccccc3c2C)c(C#N)c1C,-1.9,0,5,96,17,-19,-13,5,86,-28
N=C1C(c2nc3ccccc3c(=O)[nH]2)=C(O)CN1c1ccccc1,-1.2,2,-6,38,7,29,-3,2,33,-59
CCOC(=O)c1c(-c2cccs2)csc1NC(=O)CN(CC)CC,-1.9,x,-14,58,22,2,0,5,62,-37
Cc1ccc(-c2nn(C)c(=O)c3ccccc23)cc1S(=O)(=O)N1CCCC1,-2.2,0,8,26,14,x,-5,3,24,-2
CCC(Oc1cc(Cl)ccc1Cl)C(=O)NNC(=O)CCC(=O)O (configuration not stated),0.9,-2,-3,89,1,-11,3,1,99,-31
O=C(Nc1ccon1)c1cc(-c2ccccc2)nc2ccccc12,-3.4,x,3,93,10,1,-10,2,80,-27
CCC(C)(C)n1nnnc1C(c1cc2cc(OC)ccc2[nH]c1=O)N1CCc2ccccc21 (configuration not stated),-1.8,0,-2,56,4,2,-9,5,52,-68
C=CCN1C(=O)C(Cc2ccc(Br)cc2)S/C1=N\N=C\c1ccco1 (configuration not stated),-0.7,x,-9,95,5,-16,7,4,87,-68

# Continued.
SMILES,MRP-1 activ,Phagocytosis inh,GALR2 antag,HCT116 bCat-KO,Measles CPE,E-sel TNF inh,Yeast life ext,NPY Y2 blocker,HCT116 PTEN-null,BB579 growth dn
CCOCCn1c(SCC)nc2c1c(=O)[nH]c(=O)n2C,-2.4,x,5,96,12,-4,-6,-3,102,-10
Oc1oc(-c2ccccc2)nc1C=NCc1ccccc1,1.8,-1,-5,70,5,15,-13,6,68,-23
Cc1ccc(S(=O)(=O)c2cccc(S(=O)(=O)N3CCCC3)c2)cc1S(=O)(=O)N1CCCC1,-2.7,0,-2,31,2,19,7,1,42,-25
COc1ccc(S(=O)(=O)NC(C)C(=O)Nc2ccccc2F)cc1 (configuration not stated),-3.5,-1,11,92,17,-23,0,1,92,-44
O=C1CC(SCc2nc3ccccc3[nH]2)C(=O)N1c1cccc(Cl)c1 (configuration not stated),-2.1,-1,5,94,13,-17,4,4,89,-17
Cc1ccc(C(=O)c2cnc3cc4c(cc3c2S(=O)(=O)c2ccccc2)OCCO4)cc1,-6.2,-14,11,38,20,x,0,2,28,-23
Cc1ccc(S(=O)(=O)N(CC(=O)Nc2cccc([N+](=O)[O-])c2)C2CCCCC2)cc1,-0.8,x,-3,82,6,30,-6,-2,70,-15
COc1ccc(C(C(=O)NC2CCCC2)N(Cc2ccccc2)C(=O)c2nsc(Cl)c2Cl)cc1 (configuration not stated),-2.2,-1,-13,29,17,x,9,28*,26,-38
C=CCn1c(SCC(=O)c2[nH]c(C)c(C(=O)OCC)c2C)nc2scc(-c3ccccc3)c2c1=O,-4.7,-8,-8,2.0*,6,x,11,1,1.3*,-33
O=C(c1ccc(Br)o1)N1CCN=C1SCc1cccnc1,4.6,0,-8,94,4,13,-3,2,94,-12
CCN(CC)c1nc2n(c(=O)n1)CCO2,-1.1,2,-1,91,14,-6,-13,-1,84,-20
Cc1ccc(OCC(=O)N2CCCCC2)c(Br)c1,-1.6,1,2,89,0,-17,-6,6,96,-14
Cc1ccc2nc(NC(=O)CCCc3nc4ccccc4s3)sc2c1,-1.1,0,-7,102,4,-32,-10,9,x,-56
CCN(CC)c1ccc(/C=N/NS(=O)(=O)c2ccc(C)c([N+](=O)[O-])c2)cc1,0.3,-15,4,84,7,x,-3,4,84,9
O=C(Cc1cccs1)OCC(=O)c1ccco1,-1.4,-1,-3,89,25,-41,-10,2,97,-80
O=C(Cc1ccccc1)Nc1ccc(-c2nnc(-c3ccco3)o2)cc1,-1.5,x,5,100,14,18,2,-2,100,-42
CCCCCOc1ccc(C2C(C(C)=O)=C(C)Nc3ncnn32)cc1OC (configuration not stated),-2.8,-1,10,89,16,6,3,-1,83,-16
CN(C)C(=O)Nc1cnc2ccccc2c1,-2.7,-2,-11,90,19,x,-3,4,89,-2
Cn1c(=O)n(C)c2cc(S(=O)(=O)NCc3ccco3)ccc21,-3.9,-1,-5,91,8,-2,-10,-1,86,-16
N/C(=N\OC(=O)Cc1ccc(-c2ccccc2)cc1)c1ccccn1,-1.1,x,11,97,13,-9,x,4,89,-12
CCCCNc1oc(-c2cccs2)nc1S(=O)(=O)c1ccccc1,1.9,-1,-2,65,18,1,12,7,47,-26
Cc1ccc(-n2nc(C)c(C3(O)C(=O)N(C)c4ccccc43)c2N)cc1 (configuration not stated),-3.0,-10,2,79,6,x,-4,-2,84,4
COC(=O)c1sc(N2C(=O)C(O)=C(C(=O)c3ccc(C)o3)C2c2ccc(F)cc2)nc1C (configuration not stated),-0.7,0,-7,93,11,11,-3,3,92,-26
CC(=O)C1=C(C)OC(N)=C(C#N)C1c1cc2cc(C)c(C)cc2nc1Cl (configuration not stated),-1.2,0,9,92,9,31,-7,-1,96,-51
CCC(=O)N=c1n(C)c2ccccc2n1CCOc1ccccc1,-0.1,-4,-5,100,10,8,3,3,100,-13

# The final 2 entries of the section above open the next one:
SMILES,MRP-1 activ,Phagocytosis inh,GALR2 antag,HCT116 bCat-KO,Measles CPE,E-sel TNF inh,Yeast life ext,NPY Y2 blocker,HCT116 PTEN-null,BB579 growth dn
CC(=O)C1=C(C)OC(N)=C(C#N)C1c1cc2cc(C)c(C)cc2nc1Cl (configuration not stated),-1.2,0,9,92,9,31,-7,-1,96,-51
CCC(=O)N=c1n(C)c2ccccc2n1CCOc1ccccc1,-0.1,-4,-5,100,10,8,3,3,100,-13
CC(C)C(C(=O)Nc1ccc2c(c1)OCCO2)N1C(=O)c2ccccc2C1=O (configuration not stated),0.1,-1,9,106,24,6,-7,5,112,-1
O=C(Cn1ncc2c(=O)oc3ccccc3c21)N1CCCc2ccccc21,-2.4,-2,-4,93,2,14,-9,7,95,-5
CCOc1cc2[nH]c(=O)n(CCCN3CCCC3=O)c(=O)c2cc1OCC,-1.6,0,-18,80,3,46*,-5,0,88,-25
Cc1cccc(C(O)(C(=O)NNc2ccc3ccccc3n2)c2cccc(C)c2)c1,-1.0,-10,-2,56,9,x,6,7,57,-22
COc1cc(-c2cc(N)n(S(=O)(=O)c3ccccc3)n2)cc(OC)c1OC,-0.7,-1,3,83,3,x,-5,-3,87,-2
COc1cc(C(=O)N/N=C/c2ccsc2C)cc(OC)c1OC,-1.7,10,19,14,2,-35,-9,6,13,-44
COc1cc2ccccc2c2c1CCCC2=O,-2.9,0,-13,95,5,-18,-14,6,88,-34
CCc1cc2c(=O)[nH]c(N3CCCC3)nc2s1,-2.3,-3,0,91,7,-8,1,1,87,-31
c1ccc(C2Nc3ccccc3Oc3ccccc32)cc1 (configuration not stated),2.6,x,5,77,2,10,x,3,72,-61
CCCCNC(=O)Cn1cnc2c(cnn2-c2ccc(C)c(C)c2)c1=O,-0.1,2,6,84,11,x,21,7,98,-64
Nc1nc(Nc2ccccc2)nc(NCc2ccco2)c1[N+](=O)[O-],-3.4,x,-4,80,13,x,-5,1,74,-52
O=C(NN1CCCCC1)c1cccc(COc2ccc(Cl)cc2)c1,1.4,-2,4,92,7,x,4,0,93,-33
O=C(O)CCNc1cc2ccccc2cc1C(=O)O,-0.1,-1,11,98,32,x,-7,2,114,-26
Cc1ccc(S(=O)(=O)CCC(=O)Nc2ccc3c(c2)OCO3)cc1,-1.9,-1,5,112,9,-78,-4,1,98,-39
Cc1c(/C(O)=C2/C(=O)C(=O)N(Cc3cccnc3)C2c2cccs2)cnn1-c1ccccc1 (configuration not stated),1.6,0,3,107,14,1,-17,3,103,-29
Cc1ccc(C)c(N2CCN(C(=O)c3csc(C)c3C)CC2)c1,-0.2,-3,0,72,22,x,-1,3,67,-41
O=C(Nc1cc(C(F)(F)F)ccc1N1CCOCC1)c1cncc(Br)c1,-4.0,0,-3,85,19,x,-8,2,83,-47
COC(=O)c1ccccc1NC(=O)CSc1nnc(COc2cccc(OC)c2)n1C,-2.4,0,0,80,5,-11,-18,7,95,-35
CCOC(=O)Cn1c2ccccc2c2nc3ccccc3nc21,-3.4,-1,5,21,46*,-11,-17,1,44,12
CCOC(=O)/C=C1\Nc2ccccc2SC1=O,-4.1,0,4,86,13,4,-10,1,88,13
Cc1cc(NC(=O)CSc2nc(-c3ccco3)cc(C(F)(F)F)n2)n(-c2ccccc2)n1,-4.7,x,-6,26,6,-28,x,9,26,-12
COc1cc(/C=N\NC(=O)c2ccc(C)nc2)ccc1OC(=O)c1ccco1,-0.5,-7,-1,94,8,-7,-5,2,97,-55
